POLB inh: qHTS Assay for Inhibitors of DNA Polymerase Beta; Pol beta primer extension/strand displacement, fluorescence kinetic; hit rate 1.3% among 340,000; AID 485314, 2010; Potency, µM (series often up to 114 µM), for inactives: at the highest dose activity change, negative = inhibition, usual class: inhibitors; P06746; note: potency is the fitted concentration of half-maximal effect; % is set by controls: 0 for no effect and ±100 for the full control effect
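Values derive from four-parameter Hill fits of normalized kinetic data: reads at 0 and 10 min following addition of 50 nM substrate to 10 nM Pol beta preincubated 15 min with compound.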
TRHR ag: qHTS for Small Molecule Agonists and Allosteric Enhancers of Human TRH Receptor: Primary Screen for Agonists | hit rate 0.18% among 360,000 | activation, % at 2 µM | TRHR cells, calcium flux fluo-8, FDSS agonist mode | AID 493084, 2011; in the data active = activation above about 30%; note: 0% is about no effect
Target sequence (P34981 whole entry, looked up): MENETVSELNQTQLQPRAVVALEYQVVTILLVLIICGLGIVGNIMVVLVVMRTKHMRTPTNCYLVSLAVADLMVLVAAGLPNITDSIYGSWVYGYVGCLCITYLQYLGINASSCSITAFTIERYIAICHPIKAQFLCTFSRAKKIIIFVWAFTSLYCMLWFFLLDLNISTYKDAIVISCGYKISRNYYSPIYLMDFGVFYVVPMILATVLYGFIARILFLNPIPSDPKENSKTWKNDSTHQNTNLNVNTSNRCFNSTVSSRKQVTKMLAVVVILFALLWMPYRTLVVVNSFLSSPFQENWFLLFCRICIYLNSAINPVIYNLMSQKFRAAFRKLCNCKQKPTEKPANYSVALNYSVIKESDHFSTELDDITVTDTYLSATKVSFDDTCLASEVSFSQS
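In this calcium-flux screen, cells bearing human TRHR are dye-loaded with fluo-8, baselined for 10 cycles, then exposed to library compounds; positive kinetic calcium responses during the agonist phase mark hits, with TRH as control.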
Pol iota inh: qHTS for Inhibitors of Polymerase Iota | DNA polymerase iota (Homo sapiens), Q9UNA4 | Pol iota fluorescent replication assay, 10 min | Potency, µM (series often up to 115 µM), for the others: at the top dose activity, negative = inhibition, hits mostly inhibitors | hit rate 1% among 390,000 | AID 588590, 2011; note: potency is the fitted concentration of half-maximal effect
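Fluorescent replication assay read twice, at 0 min and 10 min after adding 50 nM (final) substrate. Enzyme (10 nM) and compounds were first incubated 15 min at room temperature; enzyme-free buffer wells were negative controls.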
APEX1 inh: qHTS Assay for Inhibitors of the Human Apurinic/apyrimidinic Endonuclease 1 (APE1) | recombinant APE1, TAMRA/BHQ-2 abasic DNA cleavage fluorescence | AID 2517, 2012 | Potency, µM (series often up to 65.8 µM), for the others: at the highest dose activity change, negative = inhibition, most hits filed as inhibitors | DNA repair nuclease/redox regulator APEX1 (Homo sapiens), P27695 | hit rate 0.35% among 350,000;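 note: potency is the fitted concentration of half-maximal effect; plate controls were vehicle for no effect and reference inhibitor for full effect; nearly all actives have a fitted effect of over 55% in size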
Target sequence (P27695 whole entry, looked up): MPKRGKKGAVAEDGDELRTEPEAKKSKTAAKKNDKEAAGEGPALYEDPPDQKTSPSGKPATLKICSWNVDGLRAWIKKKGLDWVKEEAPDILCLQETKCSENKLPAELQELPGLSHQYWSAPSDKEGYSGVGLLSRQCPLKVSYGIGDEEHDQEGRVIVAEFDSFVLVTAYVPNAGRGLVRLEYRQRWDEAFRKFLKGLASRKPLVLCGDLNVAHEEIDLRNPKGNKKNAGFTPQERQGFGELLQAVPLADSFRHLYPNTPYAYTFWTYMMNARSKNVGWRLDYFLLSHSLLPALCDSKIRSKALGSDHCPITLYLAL
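Measures dequenching upon AP-site incision of a 5'-TAMRA/3'-BHQ-2 THF-containing duplex, 50 nM; human APE1 0.75 nM after 15 min room-temperature exposure to compound; kinetic three-point read at one-minute spacing.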
ALOX12 inh: Primary qHTS assay for inhibitors of human arachidonate 12S-lipoxygenase (ALOX12): Round 2; Polyunsaturated fatty acid lipoxygenase ALOX12 (Homo sapiens), P18054; purified 12hLO, xylenol orange hydroperoxide absorbance; Potency, µM (titrated, usually from 108 µM), for the others: top-dose activity change, negative = inhibition, hits mostly inhibitors; hit rate 1.1% among 580,000; AID 1671190, 2021; note: potency is the fitted concentration of half-maximal effect; % is set by controls: 0 for no effect and ±100 for the full control effect
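Purified human 12hLO at 150 nM in 25 mM Hepes, 0.01% Triton X-100, pH 7.0, preincubated 15 min at room temperature with compound. Reaction started with 40 uM arachidonic acid, 30 min at room temperature. Hydroperoxide measured by Fe-xylenol orange, 573/405 nm absorbance ratio.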
POLK inh: qHTS for Inhibitors of Polymerase Kappa; DNA polymerase kappa (Homo sapiens), Q9UBT6; purified Pol kappa, fluorescent DNA synthesis assay, 10 min; Potency, µM (highest dose often 107 µM), for the others: at the highest dose activity, negative = inhibition, actives largely listed as inhibitors; hit rate 0.53% among 400,000; note: potency is the fitted concentration of half-maximal effect; % is set by controls: 0 for no effect and ±100 for the full control effect
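Here, compound and 10 nM enzyme are combined for 15 min at room temperature; adding 50 nM substrate (final) starts DNA synthesis, tracked by fluorescence at 0 and 10 min against buffer-only wells.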
Apoferritin bind: qHTS Assay for Identification of Novel General Anesthetics; apoferritin/1-aminoanthracene competitive binding, fluorescence; Potency, µM (highest dose often 77.5 µM), without a hit: top-dose activity change, negative = displacement, actives largely listed as inhibitors; hit rate 0.074% among 350,000; AID 485281, 2010; note: potency is the fitted concentration of half-maximal effect; % is set by controls: 0 for no effect and ±100 for the full control effect; nearly all actives have a fitted effect of over 20% in size
Target sequence (P02791 2-175 limits assumed): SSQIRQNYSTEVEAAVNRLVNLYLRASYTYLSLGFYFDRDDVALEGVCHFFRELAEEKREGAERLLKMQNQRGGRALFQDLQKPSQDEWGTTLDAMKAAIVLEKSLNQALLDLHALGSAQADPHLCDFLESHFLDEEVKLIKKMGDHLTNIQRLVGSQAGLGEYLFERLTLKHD
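Horse-spleen apoferritin (10 uM) in 50% saturated 1-aminoanthracene in PBS was incubated 10 min at room temperature with compound. Fluorescence (ex 380, em 535 nm) was normalized to free and bound 1-AMA, with concentration-response fitted by a four-parameter Hill equation.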
BLM inh: qHTS Assay for Inhibitors of Bloom's syndrome helicase (BLM); RecQ-like DNA helicase BLM (Homo sapiens), P54132; recombinant BLM DNA unwinding, fluorescence dequenching; Potency, µM (highest dose often 56.1 µM), for inactives: at the highest dose activity change, negative = inhibition, usual class: inhibitors; hit rate 0.2% among 350,000; AID 2528, 2010;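 note: potency is the fitted concentration of half-maximal effect; plate controls were vehicle for no effect and no enzyme for full effect; nearly all actives have a fitted effect of over 35% in size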
ERG Ets-DNA blk: qHTS for Small Molecule Inhibitors of the ERG Ets/DNA interaction. Potency, µM (series often up to 76.9 µM), for the others: at the highest dose FP activity, negative = inhibition, actives largely listed as inhibitors. hit rate 0.028% among 370,000. Transcriptional regulator ERG (Homo sapiens), P11308. AID 624246, 2012. fluorescence polarization, His-ERG Ets domain / labelled DNA; active = well fitted inhibition curve with a large enough effect in the polarisation, with a control signal flat; inconclusive = small, poorly fitted or top-dose-only effect, or effect the other way, or a change in a side signal; inactive = no such curve, though single readings can be large or run the other way; the % refers to the polarisation;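 note: polarization taken with two DNA probes labelled with fluorescein and Texas red; potency is the fitted concentration of half-maximal effect; % of control where 0% means no effect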
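His-tagged ERG Ets domain (1 uM in the protein solution; 300mM KCl, 50mM Tris-HCl, 1mM EDTA, 1mM DTT, pH 7.5) received compound, then a probe mix of 5 nM fluorescein-DNA and 100nM Texas-615-DNA. Fluorescence polarization was read for both dyes.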
Starred values were filed as active, the others as inactive; u = inconclusive; x = not tested or not shown; & = joins results of further samples; [ ] = remark or other dose. Unless noted, calls come from the whole dose curve; as a rule, active = well fitted curve in the direction sought with a large enough effect; inconclusive = small, poorly fitted or top-dose-only effect, or another doubt; inactive = no such curve, though single readings can be large; an effect the other way counts as inactive or inconclusive.

Preview, 2 compounds:
SMILES | POLB inh | TRHR ag | Pol iota inh | APEX1 inh | ALOX12 inh | POLK inh | Apoferritin bind | BLM inh | ERG Ets-DNA blk
Cc1cccc(NC(=O)c2ccc(NC(C)c3ccccc3)c([N+](=O)[O-])c2)n1 (centres undefined) | 0% | 0.5 | 11% | 4% | -11% | 1% | -8% | -3% | 1%
O=c1c2ccccc2nc(CSc2ncnc3nc[nH]c23)n1-c1cccc(C(F)(F)F)c1 | 5% | -0.2 | 3% | -2% | 4% | -2% | -22% | -1% | -2%

The whole of this part, previewed entries included:
SMILES | POLB inh | TRHR ag | Pol iota inh | APEX1 inh | ALOX12 inh | POLK inh | Apoferritin bind | BLM inh | ERG Ets-DNA blk
Cc1cccc(NC(=O)c2ccc(NC(C)c3ccccc3)c([N+](=O)[O-])c2)n1 (centres undefined) | 0% | 0.5 | 11% | 4% | -11% | 1% | -8% | -3% | 1%
O=c1c2ccccc2nc(CSc2ncnc3nc[nH]c23)n1-c1cccc(C(F)(F)F)c1 | 5% | -0.2 | 3% | -2% | 4% | -2% | -22% | -1% | -2%
Cc1ccc(S(=O)(=O)CCC(=O)OCC(=O)N2CCN(c3ccccc3)CC2)cc1 | x | 0.0 | -6% | 4% | -23% | -11% | x | x | -11%
O=C(O)C1C(C(=O)O)C1(c1ccccc1)c1ccccc1 (centres undefined) | 16% | 0.3 | 50%[activator] | -1% | 0% | 5% | 0% | -2% | -2%
CC1CCc2nc(NC(=O)C3CC3)sc2C1 (centres undefined) | -4% | 0.0 | 18% | 13% | 0% | -9% | -9% | -7% | 0%
CC(CCc1ccccc1)NC(=O)c1cccc(F)c1 (centres undefined) | 8% | 0.0 | 27% | 36% | -4% | 1% | -11% | -2% | 0%
CCn1c(O)c(N=NC(=O)CNC(=O)c2ccco2)c2ccccc21 | 6% | -0.3 | 2% | 2% | -10% | -6% | 5% | -7% | 2%
O=S(=O)(Nc1cccnc1)c1cccs1 | 14% | -0.5 | 8% | 1% | u | -5% | -6% | -2% | 0%
CCn1cc(C(=O)Nc2ccc(C)c([N+](=O)[O-])c2)cn1 | -2% | 0.3 | -9% | 5% | 1% | -7% | -6% | -3% | -12%
Cc1ccc(S(=O)(=O)N(CC(=O)Nc2cccc(C)c2C)C(=O)N2CCN(C)CC2)cc1 | x | -0.4 | 32%[activator] | 37%[activator] | 14% | 4% | x | x | 10%
N#CCCn1cc(C(=O)Nc2ccccn2)c(-c2ccccc2)n1 | -1% | 0.3 | 123%[activator] | 7% | 19% | 4% | 0% | -2% | -5%
CCOC(=O)Cn1cc(C(=O)c2cccs2)c2ccccc21 | 0% | 1.4 | 9% | -4% | -3% | -8% | -11% | -9% | -2%
O=P(Cc1ccccn1)(c1ccccc1)c1ccccc1 | 0% | 0.5 | 12% | 3% | u | -2% | -16% | -1% | 2%
O=C(NCC1CCCO1)c1ccc2c(c1)N(Cc1ccccc1)CCS2 (centres undefined) | u | 0.6 | 11% | -1% | 0% | 2% | 52%[activator] | -1% | 15%
Cc1c(CC(=O)N2CCN(C(=O)C3COc4ccccc4O3)CC2)c(=O)oc2cc(O)ccc12 (centres undefined) | 22% | 0.2 | 29% | 4% | -8%&5% | -2% | 320%[activator] | 0% | -4%
Fc1ccc(SCCc2ccncc2)cc1 | -2%&24% | -0.5&0.3 | u | -2%&-3% | 6%&0% | -7%&-13% | u | -2%&2% | u
COc1cc(/C=C(/C#N)c2ccc(F)cc2)ccc1OCc1ccc(C(=O)O)o1 | -3% | 0.0 | u | 2% | -30% | -3% | 3% | 0% | 0%
CC(=O)N1CCOCCOCCOCC1 | 2% | 0.1 | 52%[activator] | 1% | 56%[activator] | 7% | 1% | -9% | 9%
O=S(=O)(c1ccccc1)N1CCN(C/C=C/c2ccccc2)CC1 | -21% | 0.1 | 19% | -14% | -5% | -5% | -13% | -6% | 9%
COc1cccc(NC(=O)C2C3C=CC(C3)C2C(=O)O)c1 (centres undefined) | 7% | -0.2 | -17% | 14% | -6% | -2% | u | -3% | -12%
COc1ccc(-c2nnc(Nc3ccc(OC)c(C(=O)N4CCCCC4)c3)c3ccccc23)cc1 | -24% | -1.6 | 3% | 0% | u | -3% | 51%[activator] | -15% | 7%
COc1ccc(OC)c(N=CC2=C(O)CC(C)(C)CC2=O)c1 | 6% | -0.2 | 53%[activator] | -1% | 13% | -11%[60.1 µM] | -9% | -1% | x
COc1ccccc1C(C)N(C)Cc1nc(COc2ccccc2)no1 (centres undefined) | -10% | -1.3 | 88%[activator] | -4% | 12% | 3% | -12% | -11% | -4%
Cc1cc(C)nc(N(C#N)Cc2ccc([N+](=O)[O-])cc2)n1 | 6% | -1.4 | 6% | -1% | -6% | 2% | -1% | -1% | 3%
COc1ccc(N(C)C(=O)c2cc(S(=O)(=O)N3CCc4ccccc43)cn2C)c(OC)c1 | -23% | 0.1 | u | x | 4% | u | 51%[activator] | -16% | -9%
O=C(NC1CCCC1)c1cc2nc(-c3ccccc3)cc(-c3ccccc3)n2n1 | 8% | -1.7 | 12% | -2% | -3% | -10% | 33%[activator] | 0% | -4%
CC12CCC(C/C1=N/NC(=O)Nc1ccccc1)C2(C)C (centres undefined) | -1% | -1.5 | 7% | 4% | -2% | 0% | -3% | -1% | -3%
O=C(COC(=O)CNC(=O)c1ccc(Cl)cc1Cl)NC(=O)NCc1ccccc1 | x | -0.4 | 13% | 15% | -20% | 0% | x | x | x
Cc1c(OCC(=O)NC(Cc2c[nH]c3ccc(O)cc23)C(=O)O)ccc2c3c(c(=O)oc12)CCC3 (centres undefined) | -10% | 0.3 | u | -10% | -4% | -19% | -6% | -5% | 2%
Cc1cc(C(=O)NNc2ccc(Cl)cc2)no1 | 4% | 0.5 | 33%[activator] | 12% | u | -1% | -2% | -6% | 19%
O=C(CNC(=O)c1ccccc1Br)Nc1cccc(S(=O)(=O)Nc2ccccc2Cl)c1 | x | x | 15% | x | 16% | -1% | x | x | 6%
Cc1ccc(OCCNS(=O)(=O)c2ccc(N3CCCC3=O)cc2)cc1 | -17% | -0.3 | -4% | 1% | 22% | -2% | 3% | 5% | -8%
Cc1ccc(S(=O)(=O)N2CCCCC2)cc1C(=O)Nc1cccnc1 | 32µM* | 0.2 | 50µM* | 3% | 3% | -42% | -8% | -19% | 3%
CCOC(=O)N1CCN(C(=O)/C(=C/c2ccc(Br)cc2)NC(=O)c2ccc(OC)cc2)CC1 | 32% | -0.5 | 23% | 0% | -16% | 4% | -21% | -3% | 0%
COC(=O)c1sccc1NC(=O)CC1C(=O)NCCN1C(=O)c1ccccc1 (centres undefined) | 25% | 0.2 | -7% | 15% | 9% | -8% | -4% | -2% | -15%
CC1(C)CN(c2ccccc2)N(C(=O)c2ccc(C#N)cc2)C1=O | -16% | x | -3% | 3% | 14% | -3% | -16% | -1% | -2%
Cc1ccc(S(=O)(=O)N2CCN(C(=O)Cn3c(=O)oc4ccccc43)CC2)cc1 | x | x | 51%[activator] | -13% | 193%[activator] | -1% | x | x | 7%
CC(C)[C@H](NC(=O)c1ccccc1)C(=O)OCC(=O)Nc1ccc2c(c1)OCCO2 | 3% | -0.1 | -2% | -4% | -19% | -6% | 6% | 0% | -8%
COC(=O)c1ccccc1Nc1cc(C)nc2nc(C)nn12 | 2% | -0.7 | -8% | 1% | -103% | 0% | 6% | -8% | -9%
COc1cccc(CN(C)C(=O)CSC(C)C(=O)Nc2cc(C)on2)c1OC (centres undefined) | x | -0.6 | 26% | 29% | 1% | -4% | x | x | 19%
COc1ccc(NS(=O)(=O)c2ccc(OC)c3ccccc23)cn1 | -20% | -0.3 | 0% | -8% | 11% | -14% | -20% | -7% | -17%
Cc1ccc(C2(COC(=O)C(C)C)CO2)c(OC(=O)C(C)C)c1 (centres undefined) | -1% | -0.5 | -9% | u | -13% | 9% | 0% | -5% | -11%
NNC(=O)c1ncoc1-c1ccc(Cl)cc1 | 20% | 0.1 | 0% | -1% | 177%[activator] | -2% | -8% | -6% | 0%
COc1ccc(OC)c(CNC(=O)c2ccc3c(c2)c(C)c(C)n3Cc2ccc(Cl)cc2)c1 | 3% | 0.0 | -8% | x | -11% | -8% | 49%[activator] | -6% | -2%
C=CCN(c1nc(C)c(Br)c(OC)n1)S(=O)(=O)c1ccc(C)cc1 | 2% | -0.4 | 3% | 2% | u | -1% | 44%[activator] | -7% | -21%
COc1cc(OC)c2c(c1)OC(c1ccc(OC)c(OC)c1)C(O)C2=O (centres undefined) | 0% | -0.1 | 13% | 5% | 482%[activator] | 0% | -4% | 0% | 5%
O=C1CCCC/C1=N\Nc1ccc(OCc2ccccc2)cc1 | -16% | -0.2 | 68%[activator] | -3% | u | -9% | -13% | 1% | -8%
COc1ccc(OCC(=O)NNC(=O)c2c(-c3ccccc3Cl)noc2C)cc1 | -1% | -0.1 | u | 3% | 13% | -9% | 0% | -2% | 17%
C=CCOC(=O)C1=C[C@@H](c2ccc3c(c2)OCO3)C[C@@H](OCCCCO)O1 | x | x | u | x | u | -31% | x | x | 7%

High-throughput results from PubChem BioAssay.

Only part of the results is shown; the hit share may differ from the screen's.
